Compound activity: PubChem, several laboratories
Arr AP2 block – inhibitors of beta-arrestin/AP2 binding, primary screen, biochemical, GPCR trafficking, flow cytometry | beta-arrestin 1 C-terminal peptide binding to AP2 beta2-adaptin appendage (human) | FITC-arrestin peptide / GST-AP2 beads; AP2 beta2 appendage carries R879A mutation | inhibition, % at 10 µM | actives 0.31% (n = 340,000);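 active = inhibition above a set limit, near 3 SD of compounds lacking own fluorescence, cut at about 54% in these data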;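 note: plate controls were DMSO wells for no effect and 5 µM unlabelled arrestin peptide for full effect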
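System: GST-AP2 R879A glutathione beads. Medium: PBS with 0.05% Tween 20 and 0.1% BSA. Also added: FITC-arrestin peptide, 50 nM. Incubation: 12 min plus 1 h, RT. Measured by: high-throughput flow cytometry of beads, ex 488, em 535 nm. Evaluation: percent drop in bead-associated FITC signal.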
Keap1 Nrf2 FP – Keap1-Nrf2 protein-protein interaction inhibitors, primary screen, biochemical, fluorescence polarization, single point | Kelch-like ECH-associated protein 1 (Homo sapiens), Q14145 | inhibition, % at 9.4 µM | AID 504523, 2011 | Keap1 Kelch-Nrf2 peptide fluorescence polarization, 1536-well | actives 0.15% (n = 340,000); in the data active = inhibition above about 12%;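 note: human Keap1 Kelch domain with fluorescein labeled Nrf2 9mer peptide probe; 0% = neutral control wells and 100% = peptide positive control; higher means more block of Keap1 binding to Nrf2 peptide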
NSD2 HMT inh – NSD2 histone methyltransferase inhibitors, primary screen, biochemical, AlphaScreen, single concentration, set 2; Histone-lysine N-methyltransferase NSD2 (Homo sapiens), O96028; NSD2 peptide methylation, 120 min; inhibition, % at 12.5 µM; actives 0.54% (n = 310,000); AID 743445, 2014; in the data active = inhibition above about 50%
LANA DNA inh – inhibitors of KSHV C-LANA binding to DNA, primary screen, biochemical, fluorescence polarization, FAM-LBS DNA, MBP-C-LANA, single point | actives 0.078% (n = 340,000) | Kaposi's sarcoma herpesvirus LANA C-terminal domain (residues 932-1162) DNA binding | AID 504423, 2011 | inhibition, % at 9 µM;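 active = highest replicate inhibition at or above 60% at 9 µM, even if other replicates fall short; inactive = all replicates below 60% inhibition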;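 note: 0% = neutral control wells and 100% = 4 µM acridine orange control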
DAGLB inh – DAGLB lipase inhibitors, primary screen, biochemical, fluorescence, HTS; inhibition, % at 5.17 µM; Diacylglycerol lipase-beta (Homo sapiens), Q8NCG7; AID 504411, 2011; HEK293T DAGLB membrane lysate, EnzChek fluorogenic substrate; actives 0.059% (n = 340,000); in the data active = inhibition above about 34%;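 note: 0% = enzyme with vehicle and 100% = wells lacking enzyme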
Cardiac RTF inh – cardiac RTF calcium sensitivity inhibitors, primary screen, biochemical, IANBD-TnC fluorescence, EC70 calcium; IANBD-labeled cardiac RTF, Ca2+ fluorescence; inhibition, % at 7.15 µM; AID 493244, 2011; Troponin I, cardiac muscle (Homo sapiens) + Troponin T, cardiac muscle (Homo sapiens) + …; actives 0.12% (n = 340,000);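 active = inhibition above the mean inhibition of all tested compounds plus 3 SD, cut at about 17% in these data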;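 note: assay run at fixed EC70 calcium of 1.6 mM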
DSG3 Ab inh – inhibitors of pemphigus antibody binding to DSG3, primary screen, biochemical, bead-based, flow cytometry, scFv-GFP; Desmoglein-3 (Homo sapiens), P32926; DSG3-coupled beads, scFv-anti-DSG3-GFP binding; stronger effect = lower value; binding (percent of control), % at 10 µM; actives 0.48% (n = 310,000); AID 588358, 2011;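 active = binding more than 3 SD below its plate's average and above zero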;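 note: hits lower antibody fragment binding to DSG3; some compounds called inactive have numbers as strong as hits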
Target sequence (P32926 whole entry, looked up, the tested form may be a part): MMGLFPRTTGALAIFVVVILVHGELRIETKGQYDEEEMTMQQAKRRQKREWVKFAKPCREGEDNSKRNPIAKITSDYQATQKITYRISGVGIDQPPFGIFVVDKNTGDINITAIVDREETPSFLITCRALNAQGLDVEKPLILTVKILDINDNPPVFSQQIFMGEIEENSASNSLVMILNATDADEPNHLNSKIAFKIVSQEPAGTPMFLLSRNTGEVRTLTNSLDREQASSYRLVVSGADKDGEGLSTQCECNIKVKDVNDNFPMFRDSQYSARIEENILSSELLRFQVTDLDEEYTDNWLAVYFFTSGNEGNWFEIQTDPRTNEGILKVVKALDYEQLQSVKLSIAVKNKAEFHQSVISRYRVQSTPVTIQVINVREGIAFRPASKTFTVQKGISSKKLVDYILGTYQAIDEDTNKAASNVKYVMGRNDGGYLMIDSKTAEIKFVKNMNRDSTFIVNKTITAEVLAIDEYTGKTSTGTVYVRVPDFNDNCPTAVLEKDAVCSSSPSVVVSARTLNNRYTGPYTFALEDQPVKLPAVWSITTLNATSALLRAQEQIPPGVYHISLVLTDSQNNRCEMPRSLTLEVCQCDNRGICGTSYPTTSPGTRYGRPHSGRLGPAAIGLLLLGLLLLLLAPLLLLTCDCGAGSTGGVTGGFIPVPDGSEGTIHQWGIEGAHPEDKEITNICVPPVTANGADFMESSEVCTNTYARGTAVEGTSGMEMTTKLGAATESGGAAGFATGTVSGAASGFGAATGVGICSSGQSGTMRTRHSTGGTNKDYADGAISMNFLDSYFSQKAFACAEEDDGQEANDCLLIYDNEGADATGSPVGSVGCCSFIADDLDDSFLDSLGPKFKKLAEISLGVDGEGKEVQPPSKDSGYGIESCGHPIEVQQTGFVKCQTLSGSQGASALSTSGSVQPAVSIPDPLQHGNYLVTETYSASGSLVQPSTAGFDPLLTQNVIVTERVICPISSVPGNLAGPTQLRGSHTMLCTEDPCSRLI
CAL PDZ FP-1 – CAL PDZ peptide-binding inhibitors, primary screen, biochemical, fluorescence polarization, Cer-tagged CAL PDZ, HTS. AID 504414, 2011. Golgi-associated PDZ and coiled-coil motif-containing protein (Homo sapiens), Q9HD26. inhibition, % at 20 µM. purified CAL PDZ, TMR-peptide fluorescence polarization, 1 h. actives 0.02% (n = 330,000);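 active = highest replicate inhibition of at least 40%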;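 note: plate controls were DMSO neutral control wells for no effect and unlabeled competitor peptide control wells for full effect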
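Material – purified CerCALP PDZ construct · Detection – FP readout, S and P plane fluorescence · Measure – percent inhibition from loss of millipolarization · Controls – unlabelled peptide for full inhibition, DMSO wells as neutral · Probe or stimulus – TMR-labelled reporter peptide T*-PRC34 bound in PDZ groove · Times – 1 h at RT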
CAL PDZ FP-2 – untagged CAL PDZ binding inhibitors, primary screen, biochemical, fluorescence polarization, HTS; Golgi-associated PDZ and coiled-coil motif-containing protein (Homo sapiens), Q9HD26; purified CAL PDZ, TMR-peptide fluorescence polarization, 1 h; inhibition, % at 24.9 µM; actives 0.92% (n = 300,000); AID 602252, 2012;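 active = mean inhibition of at least 30% with at least half of replicates also reaching 30%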;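 note: 0% = DMSO neutral control and 100% = excess unlabeled competitor peptide PRC23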
V-ATPase pHluor – regulators of yeast V-ATPase proton pumping, primary screen, pHLuorin cytosolic pH fluorescence; actives 0.37% (n = 350,000); S. cerevisiae; AID 504577, 2011; response, % at 10 µM; in the data active = response mostly above about 7.3%, no sharp cut-off; inactive = mostly below about 5.4%; note: actives read high; inactives centre near 0; some compounds called inactive have numbers as strong as hits
Numbers without * were called inactive; x = not tested or not shown. A portion of the library, so the mix of outcomes need not match the whole.

SMILES	Arr AP2 block	Keap1 Nrf2 FP	NSD2 HMT inh	LANA DNA inh	DAGLB inh	Cardiac RTF inh	DSG3 Ab inh	CAL PDZ FP-1	CAL PDZ FP-2	V-ATPase pHluor
Cc1ccc2c(c1)/C(=C/c1ccccc1F)C(=O)N2	40	0	-3	0.6	2	-1	96	0.7	-1	-2
CC(C)(C)c1ccc(OCC(=O)N/N=C/c2cc(Br)ccc2OC(=O)c2ccco2)cc1	3	-3	-3	0.5	2	2	89	-1.5	0	10
CCCCn1c(N)c(N(CCOC)C(=O)CCCn2c(=O)oc3ccccc32)c(=O)[nH]c1=O	-2	4	-4	0.3	1	-6	110	-0.3	x	2
O=C(CSCc1ccccc1Cl)Nc1ccc2c(c1)OCCO2	-2	1	-2	0.4	-9	-2	98	0.2	-12	0
C=CCC[C@@H](Cc1ccc(F)cc1)C(=O)OC[C@@H](NC(=O)[C@@H](CC=C)CC(=O)N[C@@H](CO)Cc1ccccc1)C(C)(C)C	0	0	x	0.1	-6	18*	107	0.3	0	-3
COc1ccc(S(=O)(=O)N2CCC(C(=O)NCc3ccco3)CC2)cc1	0	-3	2	1.2	1	-10	94	-0.2	3	0
COc1ccc2nc(SCC(=O)C(C)(C)C)[nH]c2c1	38	1	-11	2.6	-2	-7	100	-0.9	-5	3
Cc1sc2ncnc(OCc3nnc(-c4cccs4)o3)c2c1C	-15	-1	3	2.0	-1	-1	125	-2.1	-3	1
CSc1nc(N)c2c3c(sc2n1)CN(C)CC3	13	-6	1	-4.0	-2	-1	94	0.1	-1	-4
CCOC(=O)c1csc(NC(=O)C2=COCCO2)n1	-5	-2	2	-0.3	2	-6	91	-0.2	-5	6
CCOC(=O)c1cc(NC(=O)N(CC)CC)c(C)nc1C	2	3	-5	1.8	-1	-3	106	0.0	2	8
CC1(c2ccc3c(c2)OCCO3)NC(=O)N(CC(=O)Nc2c(F)cccc2F)C1=O (configuration not stated)	11	-5	14	0.5	-1	7	99	-0.9	12	-1
O=C(CNC(=O)c1ccc(Cl)cc1)OCN1C(=O)c2ccccc2C1=O	39	-2	1	-0.1	-1	5	98	-0.7	x	-2
c1ccc(NN=C2c3ccccc3-c3ccccc32)cc1	-10	2	-1	-1.3	1	3	89	0.4	x	3
CCOP(=O)(OCC)C(NC(=O)Nc1ccc(C)cc1)C(N)=O (configuration not stated)	-6	x	-2	x	x	x	90	x	x	-1
CCOC(=O)c1cc(C)sc1NC(=O)CCC(=O)O	2	0	-5	0.0	1	-5	100	-0.7	x	1
COc1ccccc1NS(=O)(=O)c1cc(NC(=O)Cn2cnc3c2c(=O)n(C)c(=O)n3C)ccc1C	6	-1	-3	1.0	-1	-15	x	0.5	0	5
Cc1ccnc(SCC(=O)N2CCc3ccccc32)n1	-4	-5	-6	0.6	1	3	96	-1.9	-3	1
Clc1ccc(C2=NOC(c3nnc(-c4ccccc4)o3)C2)cc1 (configuration not stated)	1	-4	x	0.3	0	-9	107	-1.0	-3	2
COc1ccc(S(=O)(=O)Nc2ccc(O)c3ccccc23)cc1	25	9	4	0.4	4	-1	99	-1.5	x	12
CCSc1n[nH]c(=S)s1	12	0	4	-0.7	-1	-4	99	0.6	x	1
COc1cc(C=NO)nc(-c2ccccn2)c1	-9	-1	3	-1.8	-2	-11	83	-0.1	-12	2
Cn1c(SCC(=O)NCC2CCCO2)ncc(C(=O)Nc2ccccc2)c1=O (configuration not stated)	-6	-9	-1	0.3	-1	-8	105	-3.2	-4	-1
COc1ccc(NS(=O)(=O)c2cc(NC(=O)COc3ccccc3F)ccc2OC)cc1	7	-2	32	-0.4	-3	-1	107	-1.2	-1	-1
COCCn1c(-c2ccccc2F)n[nH]c1=S	-5	-2	11	0.7	3	2	118	-0.8	-3	1
N#Cc1cncc(C#Cc2ccccc2)c1	3	-4	6	-0.5	-5	-16	92	-3.2	-2	2
O=C(O)c1ccccc1-c1ccccc1C(=O)Nc1ccc(F)cc1	37	-2	1	1.5	-2	-3	103	x	-4	2
CCOC(=O)C1=CN(Cc2cccc(F)c2)S(=O)(=O)N(CC)C1c1ccc2ccccc2c1 (configuration not stated)	-6	-3	x	-0.8	-17	-4	102	-1.2	-3	1
CCCOc1ccc(C(=O)CCC(=O)OCC(=O)N(C)c2c(N)n(Cc3ccccc3)c(=O)[nH]c2=O)cc1	-14	-4	-2	0.2	-1	-12	98	0.8	38*	0
COc1ccc(OC)c(N/C=C/C(=O)c2ccc(OC)c(OC)c2)c1	1	-7	1	45	1	-2	116	-0.5	-1	-3
CN(C)c1ccc(CNc2ncnc3sccc23)cc1	11	-1	8	-1.6	-2	5	x	-0.6	x	-4
O=C(Cn1cncn1)c1ccccc1	35	-3	0	-1.3	-1	-9	84	-0.1	-2	-6
CS(=O)(=O)NCCSCc1ccccc1	-1	-3	-2	2.2	0	-5	x	x	-5	0
O=C(Nc1cc(Cl)cc2c1-c1ccc(Cl)cc1C2O)C(Cl)Cl (configuration not stated)	8	-1	0	-2.9	1	1	104	2.4	-5	-6
Cc1oc2c(cc(NS(=O)(=O)c3ccc4c5c(cccc35)C(=O)N4)c3ccccc32)c1C(=O)OC(C)C	5	0	-2	-0.2	3	-6	97	-0.8	-9	1
CCn1c(CSc2nc3ccccc3s2)nnc1SCC(N)=O	-8	-3	2	-0.7	2	1	97	-2.0	x	-3
Cc1cccc(C)c1N(CC(=O)NCc1ccco1)C(=O)CNS(=O)(=O)c1ccc(F)cc1	-9	-5	5	-1.7	0	1	95	0.0	-2	0
Cc1cccc(-n2ncc3c2CCCC3NC(=O)c2cccs2)c1C (configuration not stated)	x	x	1	x	-6	x	102	x	x	-3
O=C(Cn1ccc2ccccc2c1=O)NCC(=O)N1CCN(c2ccc(F)cc2)CC1	23	-1	14	-0.1	-2	-2	x	-2.1	15	1
COCCNC(=O)NC(=O)CSc1nc(C)c(C)c(C)n1	2	-6	-3	0.0	-1	0	94	-0.2	-2	-1
O=C(O)/C=C/C(O)c1ccc(Cl)cc1 (configuration not stated)	-3	-2	x	-0.2	0	18*	95	-0.3	-2	-2
O=S(=O)(NCc1ccccc1)c1ccc(F)cc1Br	2	-3	x	2.0	1	7	105	-2.9	-5	4
O=C(COc1ccccc1-c1ccccc1)N/N=C/c1ccccn1	13	-4	1	1.1	1	1	108	-1.5	-2	1
COc1ccccc1C(=O)NC(=O)COC(=O)/C(=C/c1ccccc1)NC(C)=O	-9	3	0	-1.0	1	-10	104	-2.8	-1	1
COc1ccc(Cc2nc(-c3ccc(Br)cc3)no2)cc1	17	1	-4	-1.2	-24	-1	101	-0.7	-1	6
CC(Oc1ccccc1)C(=O)Nc1nnc(C2CCCCC2)s1 (configuration not stated)	-1	-4	-2	0.4	2	-14	111	-0.2	2	-1
O=C(CCCCCCCCN1C(=O)c2ccccc2C1=O)N1CCOCC1	5	x	-2	x	x	x	103	x	x	-1
CCn1cc(C(=O)N2CC=C(c3ccccc3)CC2)c(=O)c2ccc(C)nc21	9	-6	0	0.0	2	1	103	-0.1	x	2
CCN(Cc1ccccc1)S(=O)(=O)c1ccc(C(=O)Nc2nnc(-c3ccccc3OC)o2)cc1	-5	-8	x	-0.1	12	0	102	x	-9	-3
O=C(CCc1ccccc1)NNC(=S)NCc1ccc(Cl)cc1	-8	-5	1	-0.5	-2	-5	109	-1.5	0	0
O=C(Nc1ccc(F)cc1)Nc1nnc(-c2ccco2)s1	1	-4	-1	0.4	2	2	96	0.7	x	3
O=C(CN1CCN(c2ccc([N+](=O)[O-])cc2)CC1)Nc1ccccn1	44	2	1	0.1	0	3	101	-0.1	-2	3

Compounds from the list above with an aryl thioether with sulfur outside any ring:
SMILES	Arr AP2 block	Keap1 Nrf2 FP	NSD2 HMT inh	LANA DNA inh	DAGLB inh	Cardiac RTF inh	DSG3 Ab inh	CAL PDZ FP-1	CAL PDZ FP-2	V-ATPase pHluor
COc1ccc2nc(SCC(=O)C(C)(C)C)[nH]c2c1	38	1	-11	2.6	-2	-7	100	-0.9	-5	3
CSc1nc(N)c2c3c(sc2n1)CN(C)CC3	13	-6	1	-4.0	-2	-1	94	0.1	-1	-4
Cc1ccnc(SCC(=O)N2CCc3ccccc32)n1	-4	-5	-6	0.6	1	3	96	-1.9	-3	1
CCSc1n[nH]c(=S)s1	12	0	4	-0.7	-1	-4	99	0.6	x	1
Cn1c(SCC(=O)NCC2CCCO2)ncc(C(=O)Nc2ccccc2)c1=O (configuration not stated)	-6	-9	-1	0.3	-1	-8	105	-3.2	-4	-1
CCn1c(CSc2nc3ccccc3s2)nnc1SCC(N)=O	-8	-3	2	-0.7	2	1	97	-2.0	x	-3
COCCNC(=O)NC(=O)CSc1nc(C)c(C)c(C)n1	2	-6	-3	0.0	-1	0	94	-0.2	-2	-1
